# Screening data deposited in PubChem BioAssay by several laboratories.
# aDG glyco act: increases alpha dystroglycan glycosylation; Pro5-aDG cells, alpha-DG glycosylation AlphaScreen (IIH6); 0% Pro5, 100% B10-LARGE cell signal; AID 624168; activation, % at 10 µM; actives 0.22% (n = 360,000);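 active = activation of at least 8% versus controls, or a plate z-score of at least 8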;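 also: Pro5 are CHO cells carrying HIG-tagged alpha-DG that lacks glycosylation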
# iPSC survival up: increases survival of single human iPS cells. hiPSC single-cell survival, ATPlite luminescence; 100% = ROCK inhibitor wells, 0% = DMSO. survival enhancement, % at 20 µM. actives 0.044% (n = 360,000). AID 602274; in the data active = survival enhancement above about 18%;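 also: cells exposed to compounds for 16 hours before the ATP read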
# MC4R antag cAMP: antagonists of human melanocortin 4 receptor (MC4R); P32245; MC4R-expressing cells, MTII-stimulated cAMP, LANCE TR-FRET; inhibition, % at 6.5 µM; actives 0.48% (n = 360,000); AID 540295;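 active = inhibition above its plate's cutoff, the mean of tested wells on that plate plus 3 SD, cut at about 29% in these data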;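 also: 0% = Melanotan II alone and 100% = Melanotan II plus saturating MCL0020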
#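 System: U2OS cells stably expressing human melanocortin 4 receptor (MC4R). Reagent: Melanotan II challenge after compound preincubation. Doses: 6.5 µM. Times: 30-min compound, 1-h challenge, 1-h detection, room temperature. Measured by: TR-FRET with Eu-cAMP and labeled anti-cAMP, 671 nm. Replicates: singlicate.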
# H9c2 protect: modulators protecting cardiomyocytes from myocardial damage. AID 588492. actives 0.63% (n = 360,000). H9c2 cardiomyocytes, H2O2 injury protection, ATPLite, 2 h. protection from H2O2 cell death, % at 20 µM;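 active = compounds giving at least 50% protection of heart cells from peroxide-induced death in the single-dose screen, raw or plate-pattern-corrected value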;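 also: 0% = DMSO wells with peroxide and 100% = DMSO wells without peroxide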
# m5-HT2A agonist: mouse HTR2A agonism via beta-arrestin recruitment | P35363 | CHO-K1 mHTR2A beta-arrestin complementation, luminescence; percent of 30 µM serotonin response | activation, % at 7.6 µM | actives 0.66% (n = 360,000);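 active = activation above a run cutoff, the mean activation of all tested compounds plus 3 SD, cut at about 14% in these data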;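 also: 0% = plate median of compound wells and 100% = 30 µM serotonin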
# MC4R ag barr: human MC4R agonism via beta-arrestin; P32245; U2OS MC4R beta-arrestin complementation, luminescence; percent of melanotan II response, DMSO zero; activation, % at 8.9 µM; actives 0.98% (n = 360,000);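 active = activation above a per-plate cutoff, the mean activation of sample wells on that plate plus 3 SD, cut at about 8% in these data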
# ABHD5-PLIN5 inh: inhibitors of human ABHD5-perilipin-5 interaction; Split G. princeps luciferase complementation, luminescence, 4 h; actives 0.78% (n = 360,000); inhibition, % at 4 µM; AID 602281; Q00G26+Q8WTS1;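 active = inhibition above the mean inhibition across every tested compound plus 3 SD, cut at about 22% in these data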;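 also: 0% = DMSO only wells and the 100% control is not disclosed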
# Target sequence (Q00G26 whole entry, looked up): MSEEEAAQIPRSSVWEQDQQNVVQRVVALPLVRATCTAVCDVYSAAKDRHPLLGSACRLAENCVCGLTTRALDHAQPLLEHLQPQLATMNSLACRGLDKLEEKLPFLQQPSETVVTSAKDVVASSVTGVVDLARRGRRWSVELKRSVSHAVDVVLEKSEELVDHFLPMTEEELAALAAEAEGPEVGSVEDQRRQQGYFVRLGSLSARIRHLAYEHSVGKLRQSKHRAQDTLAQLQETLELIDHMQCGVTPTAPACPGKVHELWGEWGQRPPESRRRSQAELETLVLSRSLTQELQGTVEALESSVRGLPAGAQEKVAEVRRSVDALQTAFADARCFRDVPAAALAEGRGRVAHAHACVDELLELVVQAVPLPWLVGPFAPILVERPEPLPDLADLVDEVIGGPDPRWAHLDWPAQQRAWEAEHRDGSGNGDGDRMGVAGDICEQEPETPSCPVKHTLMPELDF
# Target sequence (Q8WTS1 whole entry, looked up): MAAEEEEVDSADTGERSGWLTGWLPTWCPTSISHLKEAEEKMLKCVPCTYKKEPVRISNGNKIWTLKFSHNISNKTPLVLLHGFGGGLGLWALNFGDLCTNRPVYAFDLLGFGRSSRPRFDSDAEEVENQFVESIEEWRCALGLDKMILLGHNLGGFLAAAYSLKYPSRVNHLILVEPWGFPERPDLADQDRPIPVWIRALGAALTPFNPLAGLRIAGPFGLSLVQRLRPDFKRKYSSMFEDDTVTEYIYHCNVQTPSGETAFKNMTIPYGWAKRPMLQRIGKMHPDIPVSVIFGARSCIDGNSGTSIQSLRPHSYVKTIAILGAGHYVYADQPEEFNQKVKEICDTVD
# Exocytosis inh: lytic granule exocytosis inhibition | AID 651702 | inhibition, % at 10 µM | TALL-104 LAMP-1 surface exposure, flow cytometry; cells stimulated with thapsigargin and PMA | actives 0.66% (n = 360,000);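 active = inhibition above about 55%, limit read from the data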
# N-glyco inh: N-linked glycosylation inhibition; D54 ERlucT glycosylation luciferase reporter, 24 h; percent of 100 nM tunicamycin response; reporter increase, % at 12.5 µM; actives 0.23% (n = 360,000);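 active = mean luciferase reporter signal, scaled so untreated is 0 and the glycosylation-blocking control 100, at or above a set limit in every replicate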;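 also: luciferase carries N-glycosylation sites so blocking glycosylation raises the light; 0% = median of neutral control wells and 100% = median of 100 nM tunicamycin wells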
# ABCB6 inh MLPCN: inhibitors of human ABC transporter ABCB6. fluorescence ratio to DMSO, % at 10 µM. AID 602162. actives 0.19% (n = 360,000). Q9NP58. K562-ABCB6 porphyrin accumulation, flow cytometry, 1 h; active compounds read low;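 active = fluorescence ratio to DMSO below 75%, the collection mean minus 3 SD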;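 also: signal is porphyrin accumulated inside mitochondria; 100% equals median channel fluorescence of DMSO control wells; lower ratio means ABCB6 inhibition with less porphyrin fluorescence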
# The depositor's hits bear a star; nt = no result given.
# A first look, ten compounds:
SMILES,aDG glyco act,iPSC survival up,MC4R antag cAMP,H9c2 protect,m5-HT2A agonist,MC4R ag barr,ABHD5-PLIN5 inh,Exocytosis inh,N-glyco inh,ABCB6 inh MLPCN
CCOC(=O)c1cnc2c(c(C3CC3)nn2C)c1N1CCOCC1,-0.1,-0.6,5,-1,0,2.1,-4,0,4,96
CCOC(=O)N1CCN(C(=O)CCS(=O)(=O)c2ccc3c(c2)CC(C)N3C(=O)CC)CC1 (stereo unspecified),0.0,-0.7,15,-4,-2,-0.4,-6,-13,1,101
Cc1cc(OC(=O)c2ccccc2)n(CCC#N)n1,-0.2,7.1,6,0,-4,-1.7,-44,5,-2,88
O=C(Nc1c(-c2ccccc2)[nH][nH]c1=O)c1ccc(Br)cc1,0.2,-2.6,nt,-3,0,nt,-52,2,1,101
CC(=O)Oc1ccccc1C(=O)C=Cc1cccc([N+](=O)[O-])c1,-0.4,-4.0,20,-16,-7,-3.9,99*,-1,3,85
COc1ccc(-c2csc(N(CCCN(C)C)C(=O)c3ccc(F)cc3)n2)cc1,0.1,-0.4,15,0,-3,1.1,-5,17,-3,94
O=C(O)c1cc(-c2ccc(Cl)cc2)n(-c2ccc(F)cc2)n1,0.3,-0.4,20,4,8,1.7,-2,26,0,98
CCC(=O)Nc1cccc(C2=NOC3(C2)C[C@H](C(N)=O)N(C(=O)Cc2ccc([N+](=O)[O-])cc2)C3)c1 (stereo partly specified),-0.4,0.4,2,-7,3,-0.8,-9,-12,-1,102
CC(C)(C)C1(c2ccccc2)NC(=O)N(CC(=O)N2CCOCC2)C1=O (stereo unspecified),-0.1,-0.5,-1,-2,3,-0.8,2,-1,0,92
Cc1csc2nc(CSc3nc4ccccc4o3)c(Br)n12,-0.3,-2.9,3,-22,-2,3.3,0,-4,-3,106

# This part in full, previewed entries included:
SMILES,aDG glyco act,iPSC survival up,MC4R antag cAMP,H9c2 protect,m5-HT2A agonist,MC4R ag barr,ABHD5-PLIN5 inh,Exocytosis inh,N-glyco inh,ABCB6 inh MLPCN
CCOC(=O)c1cnc2c(c(C3CC3)nn2C)c1N1CCOCC1,-0.1,-0.6,5,-1,0,2.1,-4,0,4,96
CCOC(=O)N1CCN(C(=O)CCS(=O)(=O)c2ccc3c(c2)CC(C)N3C(=O)CC)CC1 (stereo unspecified),0.0,-0.7,15,-4,-2,-0.4,-6,-13,1,101
Cc1cc(OC(=O)c2ccccc2)n(CCC#N)n1,-0.2,7.1,6,0,-4,-1.7,-44,5,-2,88
O=C(Nc1c(-c2ccccc2)[nH][nH]c1=O)c1ccc(Br)cc1,0.2,-2.6,nt,-3,0,nt,-52,2,1,101
CC(=O)Oc1ccccc1C(=O)C=Cc1cccc([N+](=O)[O-])c1,-0.4,-4.0,20,-16,-7,-3.9,99*,-1,3,85
COc1ccc(-c2csc(N(CCCN(C)C)C(=O)c3ccc(F)cc3)n2)cc1,0.1,-0.4,15,0,-3,1.1,-5,17,-3,94
O=C(O)c1cc(-c2ccc(Cl)cc2)n(-c2ccc(F)cc2)n1,0.3,-0.4,20,4,8,1.7,-2,26,0,98
CCC(=O)Nc1cccc(C2=NOC3(C2)C[C@H](C(N)=O)N(C(=O)Cc2ccc([N+](=O)[O-])cc2)C3)c1 (stereo partly specified),-0.4,0.4,2,-7,3,-0.8,-9,-12,-1,102
CC(C)(C)C1(c2ccccc2)NC(=O)N(CC(=O)N2CCOCC2)C1=O (stereo unspecified),-0.1,-0.5,-1,-2,3,-0.8,2,-1,0,92
Cc1csc2nc(CSc3nc4ccccc4o3)c(Br)n12,-0.3,-2.9,3,-22,-2,3.3,0,-4,-3,106
COc1ccc(OCc2cc(C(=O)N(C)CC3CCCCO3)no2)c(Cl)c1 (stereo unspecified),-0.1,-0.2,5,-5,-6,-1.2,-10,0,0,93
CC(=O)Nc1cc(NC(C)=O)cc(-c2nc3ccccc3[nH]2)c1,-0.4,0.0,1,0,-1,-2.1,0,-1,2,97
CCOc1ccc(Nc2cc(C)nc(N3CCOCC3)n2)cc1,0.0,3.2,0,4,1,-0.9,3,0,-3,117
Cc1cc(C)cc(NS(=O)(=O)c2c(C(=O)N3CCOCC3)c(C)n(C)c2C)c1,0.1,0.7,-2,-2,-3,-3.0,3,0,0,96
COc1ccc(/C=N/NS(=O)(=O)c2ccc(NC(C)=O)cc2)cc1,-0.1,-0.8,0,3,-1,1.0,-1,-1,0,96
Cc1oc(-c2cccc(Br)c2)[n+]([O-])c1C,0.0,-1.0,0,1,10,-1.0,1,-3,3,97
O=C(NC(=S)NNC(=O)c1ccccc1O)c1cccs1,-0.2,-0.3,6,8,0,-1.1,9,-16,-1,111
CCCCCCCc1c(O)nc(SCC(=O)O)[nH]c1=O,-0.1,2.1,0,-1,7,-0.8,0,1,1,101
CCOC(=O)c1sc(-c2ccccc2)cc1NC(=O)CSc1nnnn1C,-0.5,1.8,7,4,4,-1.9,1,29,-3,101
O=C(CSc1nnc(-c2cccnc2)o1)Nc1ccccc1F,0.2,0.3,10,16,1,-3.8,-12,-11,-10,97
Cc1ccc(C)c(NS(=O)(=O)c2ccc3c(c2)NC(=O)CCS3)c1,0.2,-0.6,1,5,-3,-2.3,0,4,-4,95
COc1ccc(C2/C=C\CN(C(=O)Nc3ccccc3)CC(=O)N2Cc2ccc(F)cc2)cc1 (stereo unspecified),-0.2,2.9,3,-9,3,-1.4,-3,-10,-1,98
CCOc1ccc(CCN2C(=O)C3C4CCC(O4)C3C2=O)cc1OCC (stereo unspecified),0.0,-2.3,2,4,3,-1.5,4,-4,2,98
COc1ccccc1-c1cc(C(=O)N/N=C/c2ccc(C)s2)c2ccccc2n1,-0.5,-2.8,-8,12,-4,1.3,2,-4,-8,95
CCN(CC(=O)Nc1c(F)cccc1F)C(=O)CCNS(=O)(=O)c1ccc(C)c(C)c1,-0.4,0.1,-3,0,-4,-0.1,8,1,-2,99
CCNC(=S)NNC(=O)c1cc(C)nc2ccccc12,-0.2,-0.9,-1,10,-2,-3.8,2,-1,1,95
O=C(Nc1cccc2c(=O)[nH][nH]c(=O)c12)c1ccc([N+](=O)[O-])cc1,-0.1,-0.7,nt,24,-2,nt,-4,-5,3,101
O=C(/C=C/c1ccc(Cl)cc1)N1CCOCC1,0.2,-0.2,19,-2,1,0.3,-1,-13,3,100
COc1ccc(CN2CCC(C(=O)NC(c3ccc4c(c3)OCO4)c3ccccn3)CC2)cc1 (stereo unspecified),-0.1,0.7,0,4,0,-0.1,-2,2,1,98
CCC(C)(C)NC(=O)C(c1sccc1C)N(Cc1ccco1)C(=O)c1csnn1 (stereo unspecified),-0.1,0.0,12,4,-9,1.1,5,7,2,100
CCCC(=O)Nc1ccc(NC(=S)NC(=O)c2ccccc2[N+](=O)[O-])cc1,0.1,2.7,-9,4,-3,-2.3,2,6,7,95
CCCCNC(=O)CNC(=O)c1cccs1,0.1,3.4,-1,3,6,-0.4,2,1,-2,95
CCn1c(-c2ccc([N+](=O)[O-])cc2)n[nH]c1=S,-0.2,0.1,-1,0,2,1.1,-1,-1,-2,98
CCOCCn1c(CN2CCC(Cc3ccccc3)CC2)nc2c1c(=O)n(C)c(=O)n2C,0.3,-0.3,1,1,5,0.9,1,0,0,105
Cc1c(C(=O)NCCN2CCOCC2)oc2ccccc12,-0.2,-2.2,-1,0,-1,-1.8,-4,-1,1,95
COc1ccc(CCNC(=O)COC(=O)c2cc(=O)c3ccccc3o2)cc1,0.0,-0.1,-4,-1,3,0.6,11,-3,1,109
Cc1c(N=Cc2ccc(-c3ccc(Cl)cc3)o2)c(=O)n(-c2ccccc2)n1C,-0.2,-4.1,1,-4,5,-1.5,1,-15,-1,202
COc1cccc(NC(=O)Cn2c(SCC(=O)N3CCOCC3)nc3ccccc32)c1,-0.2,-1.4,7,4,0,0.9,2,1,3,98
O=C(NCc1ccccn1)c1cc2c(ccc3ccccc32)oc1=O,0.1,-0.7,-5,7,0,1.6,0,-3,-3,99
O=C(Nc1cc(F)ccc1F)c1cccc(-n2cnnn2)c1,0.0,-0.2,3,9,0,-2.1,-2,2,1,96
O=C(O)c1ccccc1Nc1ccc([N+](=O)[O-])c2nonc12,-0.1,0.8,-7,-8,-3,-4.3,3,5,-1,98
CN(C)/C=C1\NC(=S)N(c2ccc(Cl)cc2)C1=O,-0.2,4.6,17,0,-1,0.9,-11,0,0,104
O=C(CCSc1ccccc1)Nc1nnc(-c2cccs2)o1,0.1,3.0,16,18,-3,0.3,-4,-1,1,100
Cc1ccc(C)c(NC(=O)CN(C)C(=O)CN2C(=O)C3CCCCC3C2=O)c1 (stereo unspecified),-0.1,-0.6,16,-1,13,-1.8,-6,2,3,100
O=C(Nc1cccc(S(=O)(=O)N2CCCCC2)c1)c1ccccc1NS(=O)(=O)c1ccc(F)cc1,0.3,0.4,-2,-14,6,-0.2,13,45,-4,89
Cc1ccc(-c2n[nH]c(=O)c3ccccc23)cc1S(=O)(=O)NCC1CCCO1 (stereo unspecified),0.3,1.1,2,71*,-8,-1.0,-1,-8,2,96
O=C(COc1ccccc1F)N/N=C1\CCCc2ccccc21,4.2,-1.1,13,-3,2,1.6,1,-5,-1,97
COc1ccc(C(c2c(C)[nH][nH]c2=O)c2c(C)[nH][nH]c2=O)cc1Br,0.2,-0.6,0,17,-5,-0.1,-8,8,8,99
CSc1ccccc1OCc1cc(C(=O)N(C)CCc2c(C)n[nH]c2C)no1,-0.3,-0.1,-4,4,-6,-1.7,6,-2,2,92
O=C(NCCCN1CCOCC1)C(=O)NCc1ccco1,0.3,-2.1,2,-2,2,0.8,4,5,1,100
CC(=O)N(CC(=O)Nc1sc(C)c(C)c1C(N)=O)Cc1ccccc1,0.0,0.7,2,-3,2,-2.1,-1,0,1,103
CCCCC1=CC2=CC(=O)C(C)(OC(=O)CC)C(=O)C2=CN1C1CCCC1 (stereo unspecified),0.4,-0.3,4,6,4,0.1,5,-9,2,101
Cc1ccc(O)c(C(=O)CC(=O)c2ccc(C(C)(C)C)cc2)c1,0.4,-0.1,2,57*,3,12*,6,3,1,95
C#CCNC(=O)C1=C[C@@H](c2coc3ccccc3c2=O)[C@H](CCCO)[C@@H](OCC)O1,-0.1,-1.9,12,-2,0,0.2,2,1,0,102
CSCCC(NC(=O)c1ccccc1Br)C(=O)NC(C)CCc1ccccc1 (stereo unspecified),0.0,0.5,-3,-1,3,-0.5,3,-5,0,102
Cc1cc(C)nc(CCNC(=O)c2cc(COc3c(C)cccc3C)on2)n1,0.0,-0.3,-1,10,4,-0.1,-4,6,0,96
